Screening data (PubChem)
TEAD-YAP inh: TEAD-YAP interaction inhibition. 640,000 tested, 1.4% active. inhibition, % at 9.12 µM. AID 1259422. HEK-TIYL cells, TEAD-Gal4/YAP UAS-luciferase luminescence; in the data active = inhibition above about 32%;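 note: 0% = median of test compound wells and 100% = reference inhibitor wells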
GPR151 ag: activators of human GPR151; 650,000 tested, 1% active; activation, % at 11.2 µM; PathHunter beta-arrestin GPR151 cells, luminescence; in the data active = activation above about 4.9%;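 note: 0% = median of compound wells and 100% = cells with positive control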
Target sequence (Q8TDV0 whole entry, looked up): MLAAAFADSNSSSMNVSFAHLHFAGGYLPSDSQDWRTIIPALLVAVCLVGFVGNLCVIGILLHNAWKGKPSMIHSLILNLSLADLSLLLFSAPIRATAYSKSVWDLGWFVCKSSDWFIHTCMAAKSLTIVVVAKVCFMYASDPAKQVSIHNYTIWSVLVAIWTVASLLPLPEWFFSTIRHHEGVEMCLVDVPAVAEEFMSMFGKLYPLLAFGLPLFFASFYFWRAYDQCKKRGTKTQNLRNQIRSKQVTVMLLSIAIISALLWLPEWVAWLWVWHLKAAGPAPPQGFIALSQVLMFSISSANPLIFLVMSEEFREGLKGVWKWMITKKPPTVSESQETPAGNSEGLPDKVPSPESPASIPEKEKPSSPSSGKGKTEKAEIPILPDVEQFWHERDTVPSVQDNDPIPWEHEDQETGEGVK
MITF primary: inhibitors of human MITF; O75030; AlphaScreen MITF homodimerization, bead proximity signal; inhibition, % at 2.6 µM; 650,000 tested, 0.91% active; AID 1259374; in the data active = inhibition above about 50%;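 note: 0% = vehicle wells with protein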
Target sequence (O75030 whole entry, looked up): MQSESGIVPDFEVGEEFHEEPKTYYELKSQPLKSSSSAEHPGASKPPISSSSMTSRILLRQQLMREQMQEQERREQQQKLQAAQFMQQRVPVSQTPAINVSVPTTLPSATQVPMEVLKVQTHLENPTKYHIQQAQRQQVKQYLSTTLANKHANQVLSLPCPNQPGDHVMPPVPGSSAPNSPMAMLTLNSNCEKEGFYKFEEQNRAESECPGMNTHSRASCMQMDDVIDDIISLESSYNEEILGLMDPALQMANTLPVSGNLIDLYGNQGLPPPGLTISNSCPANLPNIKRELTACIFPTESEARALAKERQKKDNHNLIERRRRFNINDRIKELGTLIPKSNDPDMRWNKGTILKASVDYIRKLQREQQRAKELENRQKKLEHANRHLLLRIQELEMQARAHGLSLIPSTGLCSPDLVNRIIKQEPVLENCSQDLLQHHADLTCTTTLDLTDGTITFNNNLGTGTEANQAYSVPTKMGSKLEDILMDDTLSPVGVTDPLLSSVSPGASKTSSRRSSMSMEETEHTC
FBW7 activator: human FBW7 E3 ligase activation, primary screen; 650,000 tested, 0.13% active; AlphaScreen FBW7–phospho-cyclin E peptide binding, activator screen; Q969H0; AID 1259310; normalized activity (activation), % at 26.1 µM; in the data active = normalized activity above about 1.9%;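 note: purified mutant Fbw7 with reduced substrate affinity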
Numbers without * were called inactive; & = joins results of further samples.

What do the screens show for `O=C(NNS(=O)(=O)c1ccccc1)c1ccc(O)cc1`?
TEAD-YAP inh: 0; GPR151 ag: -0.6; MITF primary: -11; FBW7 activator: 0.0

How did COc1cc2nc(Nc3ccnn3C)nc(Nc3cc(OC)c(OC)c(OC)c3)c2cc1OC do in these assays?
TEAD-YAP inh: 64*; GPR151 ag: 1.3; MITF primary: 8; FBW7 activator: 0.0

What do the screens show for `Cc1cc(C)nc(NC(N)=NCc2ccccc2Cl)n1`?
TEAD-YAP inh: 21; GPR151 ag: 0.4; MITF primary: -7; FBW7 activator: -0.1

What do the screens show for `O=C(Nc1nc(-c2ccccn2)cs1)c1ccc(Oc2ccc(C(=O)Nc3nc(-c4ccccn4)cs3)cc2)cc1`?
TEAD-YAP inh: 9; GPR151 ag: 0.7; MITF primary: 3; FBW7 activator: -0.1

Results for COc1ccc2c(c1)OC(C)CN(CC(=O)N1CCC(c3ccccc3F)C1)C2 (centres undefined) ?
TEAD-YAP inh: 24; GPR151 ag: 0.3; MITF primary: 21; FBW7 activator: 0.2

Results for O=C(Nc1cc2cc(Cl)ccc2oc1=O)c1ccc(Br)cc1 ?
TEAD-YAP inh: 5; GPR151 ag: 1.0; MITF primary: 1; FBW7 activator: 0.0

How did CC(C)CCNC(=O)Cn1cc2c(n1)CCC(C)C2 (centres undefined) do in these assays?
TEAD-YAP inh: -4; GPR151 ag: -1.1; MITF primary: 8; FBW7 activator: 0.1

How did CC(C)(C)NC(=O)CSc1nc(N)c(C#N)cc1C#N do in these assays?
TEAD-YAP inh: 4; GPR151 ag: -0.9; MITF primary: 17; FBW7 activator: 0.2

What do the screens show for `C=CCNC(=O)c1ccc(C)cc1Cl`?
TEAD-YAP inh: -5; GPR151 ag: -1.9; MITF primary: -3; FBW7 activator: -0.1

Results for Cc1cc(C)cc(NC2=C(Cl)C(=O)N(Cc3ccccc3)C2=O)c1 ?
TEAD-YAP inh: 21; GPR151 ag: -0.8; MITF primary: 2; FBW7 activator: -0.3

Compounds shown so far that contain sulfur, in the order listed:
What do the screens show for `O=C(NNS(=O)(=O)c1ccccc1)c1ccc(O)cc1`?
TEAD-YAP inh: 0; GPR151 ag: -0.6; MITF primary: -11; FBW7 activator: 0.0

What do the screens show for `O=C(Nc1nc(-c2ccccn2)cs1)c1ccc(Oc2ccc(C(=O)Nc3nc(-c4ccccn4)cs3)cc2)cc1`?
TEAD-YAP inh: 9; GPR151 ag: 0.7; MITF primary: 3; FBW7 activator: -0.1

How did CC(C)(C)NC(=O)CSc1nc(N)c(C#N)cc1C#N do in these assays?
TEAD-YAP inh: 4; GPR151 ag: -0.9; MITF primary: 17; FBW7 activator: 0.2

The results go on:
Results for COC(=O)C1=C(C)N=C2SC(C)C(=O)N2C1c1ccc(C)cc1 (centres undefined) ?
TEAD-YAP inh: -9; GPR151 ag: 0.4; MITF primary: -5; FBW7 activator: 0.0

Results for O=C(Nc1nc(-c2ccc(Br)cc2)cs1)c1cc(=O)c2ccccc2o1 ?
TEAD-YAP inh: 0; GPR151 ag: 3.6; MITF primary: -14; FBW7 activator: 0.0

How did CCC(=O)N1CCc2cc(S(=O)(=O)CCC(=O)Nc3ccc(C(C)=O)cc3)ccc21 do in these assays?
TEAD-YAP inh: 1; GPR151 ag: 0.2; MITF primary: -7; FBW7 activator: -0.1

How did CCOc1cc(/C=N\NC(=O)CC(=O)NCCc2ccccc2)ccc1O do in these assays?
TEAD-YAP inh: 8; GPR151 ag: 0.1; MITF primary: 15; FBW7 activator: 0.4

How did C[C@@H]1C[C@@H](CC(=O)NCC2Cc3cccc(-c4ncccn4)c3O2)NC(=S)N1 (some centres undefined) do in these assays?
TEAD-YAP inh: 2; GPR151 ag: 1.1; MITF primary: -1; FBW7 activator: 0.0

Results for N#Cc1ccc(-c2ccc(OCC(=O)Nc3cccnc3)cc2)cc1 ?
TEAD-YAP inh: 3; GPR151 ag: 0.9; MITF primary: 19; FBW7 activator: 0.9

What do the screens show for `CCCNc1ccnc2c(-c3ccoc3)cnn12`?
TEAD-YAP inh: -45; GPR151 ag: -0.9; MITF primary: 7; FBW7 activator: -0.1

What do the screens show for `CCOC(=O)c1cnn(-c2cccc(C)c2C)c1CN1CCCC(c2nncn2C)C1` (centres undefined)?
TEAD-YAP inh: -5; GPR151 ag: -0.5; MITF primary: -9; FBW7 activator: -0.1

What do the screens show for `CCOC(=O)C1CCN(C(=O)c2ccc(N3CC4CC(C3)c3cccc(=O)n3C4)c(NC(=O)c3cccs3)c2)CC1` (centres undefined)?
TEAD-YAP inh: -1; GPR151 ag: 0.4; MITF primary: -3; FBW7 activator: -0.2

Results for O=C(Nc1nnc(-c2ccncc2)o1)c1ccc(Cl)cc1 ?
TEAD-YAP inh: 1; GPR151 ag: -1.1; MITF primary: 9; FBW7 activator: 0.6

Results for C/C(=N/NC(=O)COc1ccc(C)cc1)c1cccs1 ?
TEAD-YAP inh: -6; GPR151 ag: 0.2; MITF primary: -18; FBW7 activator: 0.0

How did CCCCOCCOC(=O)C1C(C)CC2(C)CC1C(=O)O2 (centres undefined) do in these assays?
TEAD-YAP inh: 6; GPR151 ag: 0.9; MITF primary: 9; FBW7 activator: 0.0

How did CCOc1ccc(S(=O)(=O)NCc2cccnc2)c2ccccc12 do in these assays?
TEAD-YAP inh: -4; GPR151 ag: 0.9; MITF primary: -8; FBW7 activator: 0.2

How did C=CCN(CC=C)Cc1c(C)[nH]c2ccc(CC)cc2c1=O do in these assays?
TEAD-YAP inh: 2; GPR151 ag: 0.1; MITF primary: 10; FBW7 activator: 0.1

What do the screens show for `O=C(CN1CCC(O)(c2cccnc2)CC1)Nc1ccccc1-c1ccccc1`?
TEAD-YAP inh: -4; GPR151 ag: 0.6; MITF primary: 0; FBW7 activator: -0.2

Results for O=C(NCc1ccc(F)cc1)c1cc(-c2ccccc2)on1 ?
TEAD-YAP inh: -14; GPR151 ag: -1.2; MITF primary: 1; FBW7 activator: 0.1

Results for Cc1nc2cc(C(=O)NCCc3ccccc3)ccc2n1-c1ccc(F)c(F)c1 ?
TEAD-YAP inh: 1; GPR151 ag: -0.3; MITF primary: 1; FBW7 activator: -0.1

How did Cc1c(NC(=O)C2C3CCCCC32)c(=O)n(-c2ccccc2)n1C (centres undefined) do in these assays?
TEAD-YAP inh: 5; GPR151 ag: 0.2; MITF primary: -23; FBW7 activator: -0.1

How did O=C(N/N=C/c1c2ccccc2cc2ccccc12)c1ccncc1 do in these assays?
TEAD-YAP inh: -2; GPR151 ag: 1.4; MITF primary: 12; FBW7 activator: 0.0

What do the screens show for `CS(=O)(=O)c1ccc2nc(NC(=O)C3C4C=CC(C4)C3C(=O)O)sc2c1` (centres undefined)?
TEAD-YAP inh: -4; GPR151 ag: -0.9; MITF primary: 8; FBW7 activator: -0.1

Three structures already listed, ordered by formula weight, falling.
How did CCOc1ccc(S(=O)(=O)NCc2cccnc2)c2ccccc12 do in these assays?
TEAD-YAP inh: -4; GPR151 ag: 0.9; MITF primary: -8; FBW7 activator: 0.2

Results for O=C(NCc1ccc(F)cc1)c1cc(-c2ccccc2)on1 ?
TEAD-YAP inh: -14; GPR151 ag: -1.2; MITF primary: 1; FBW7 activator: 0.1

Results for C/C(=N/NC(=O)COc1ccc(C)cc1)c1cccs1 ?
TEAD-YAP inh: -6; GPR151 ag: 0.2; MITF primary: -18; FBW7 activator: 0.0

Continued:
Results for CCc1nc(SCC(=O)OC)c2c(C)c(C)sc2n1 ?
TEAD-YAP inh: -1; GPR151 ag: -0.5; MITF primary: 7; FBW7 activator: 0.1

Results for CCc1ccc(OC(=O)c2cc(C(C)(C)C)cc(C(C)(C)C)c2)cc1 ?
TEAD-YAP inh: -2; GPR151 ag: 0.2; MITF primary: 4; FBW7 activator: 0.0

How did CC(=O)Nc1ccc(NC(=O)c2cncc(-c3cccc(C(C)=O)c3)c2)cc1 do in these assays?
TEAD-YAP inh: -7; GPR151 ag: 2.6; MITF primary: 2; FBW7 activator: 0.0

What do the screens show for `O=C(Nc1ccccc1)N1CCN(C2CCCCC2)CC1`?
TEAD-YAP inh: -4; GPR151 ag: 2.5; MITF primary: 8; FBW7 activator: 0.2

Results for COCCCNC(=O)NC(=O)CSc1n[nH]c(COc2cc(C)ccc2C)n1 ?
TEAD-YAP inh: 14; GPR151 ag: -0.7; MITF primary: -6; FBW7 activator: 0.3

How did CC(C)(C)C(=O)N/C(N)=N/c1nc2ccccc2o1 do in these assays?
TEAD-YAP inh: 5&-4; GPR151 ag: -0.9&-0.5; MITF primary: -6&-14; FBW7 activator: -0.2&-0.3

How did COc1ccc(C(=O)N2CCN(C(=O)c3cccc(F)c3)CC2)cc1OC do in these assays?
TEAD-YAP inh: 5; GPR151 ag: 0.2; MITF primary: -12; FBW7 activator: -0.2

What do the screens show for `COc1ccc(C(C)NC(=O)c2ccccc2I)cc1OC` (centres undefined)?
TEAD-YAP inh: 5; GPR151 ag: -1.1; MITF primary: -12; FBW7 activator: -0.1

What do the screens show for `O=C(Nc1ccc(-c2nc3ncccc3o2)cc1)c1cccc([N+](=O)[O-])c1`?
TEAD-YAP inh: 4; GPR151 ag: -0.1; MITF primary: -2; FBW7 activator: 0.0

Results for O=c1oc2ccc(Br)cc2cc1-c1csc(-c2ccc(Cl)cc2)n1 ?
TEAD-YAP inh: 1; GPR151 ag: 2.3; MITF primary: 7; FBW7 activator: 0.3

Compounds above that contain a cyano group (2):
How did CC(C)(C)NC(=O)CSc1nc(N)c(C#N)cc1C#N do in these assays?
TEAD-YAP inh: 4; GPR151 ag: -0.9; MITF primary: 17; FBW7 activator: 0.2

Results for N#Cc1ccc(-c2ccc(OCC(=O)Nc3cccnc3)cc2)cc1 ?
TEAD-YAP inh: 3; GPR151 ag: 0.9; MITF primary: 19; FBW7 activator: 0.9

Additional records:
What do the screens show for `Cc1nn2c(N3CCCC(O)C3)c3c(nc2c1-c1cccs1)CCC3` (centres undefined)?
TEAD-YAP inh: 3; GPR151 ag: 0.2; MITF primary: -7; FBW7 activator: 0.2

Results for O=C(CCCn1c2ccccc2c2cn[nH]c(=O)c21)NCc1cccnc1 ?
TEAD-YAP inh: -1; GPR151 ag: 0.2; MITF primary: 12; FBW7 activator: 0.1

How did COc1cc(OC)cc(C(=O)N2N=C(c3c(-c4ccccc4)c4cc(Br)ccc4[nH]c3=O)CC2c2ccco2)c1 (centres undefined) do in these assays?
TEAD-YAP inh: 6; GPR151 ag: -0.6; MITF primary: 5; FBW7 activator: 0.0

What do the screens show for `O=CN1CCN(S(=O)(=O)c2ccc(S(=O)(=O)N3CCOCC3)cc2)CC1`?
TEAD-YAP inh: 10; GPR151 ag: 0.7; MITF primary: 10; FBW7 activator: -0.2

What do the screens show for `CCCCCn1c(C(C)NC(=O)c2cc(OC)c(OC)c(OC)c2)nc2ccccc21` (centres undefined)?
TEAD-YAP inh: -2; GPR151 ag: -0.4; MITF primary: 4; FBW7 activator: 0.5

Results for COc1ccc(-c2cc(C(F)(F)F)n3ncc(C(=O)N4CCOCC4)c3n2)cc1 ?
TEAD-YAP inh: -9; GPR151 ag: 0.4; MITF primary: 8; FBW7 activator: 0.0

Results for O=C(N/N=C1\CC2CCC1C2)c1ccc(Cl)cc1Cl (centres undefined) ?
TEAD-YAP inh: -9; GPR151 ag: -1.6; MITF primary: 7; FBW7 activator: 0.1

What do the screens show for `CCOc1ccccc1N(CC(=O)N1CCN(c2ccccc2OC)CC1)S(=O)(=O)c1ccccc1`?
TEAD-YAP inh: 12; GPR151 ag: -0.1; MITF primary: 4; FBW7 activator: 0.1

What do the screens show for `O=C1CCC(CCC(=O)N2CCSCC2)(Cc2ccc(-c3ccccc3)cc2)N1` (centres undefined)?
TEAD-YAP inh: -3; GPR151 ag: 0.5; MITF primary: 14; FBW7 activator: -0.1

How did NS(=O)(=O)c1ccc(-n2ncc3ccccc3c2=O)c([N+](=O)[O-])c1 do in these assays?
TEAD-YAP inh: -3; GPR151 ag: 0.6; MITF primary: 6; FBW7 activator: -0.2

Results for COCCCn1c(C)nnc1SCC(=O)Nc1nc2ccccc2s1 ?
TEAD-YAP inh: -9; GPR151 ag: -0.3; MITF primary: 6; FBW7 activator: -0.1

What do the screens show for `Cc1cccc(N2CCN(S(=O)(=O)c3cc(C(=O)Nc4ccccc4Cl)ccc3F)CC2)c1C`?
TEAD-YAP inh: 13; GPR151 ag: 1.4; MITF primary: 16; FBW7 activator: -0.1

Results for COc1ccc(C(CC(=O)O)NC(=O)c2cc3ccccc3oc2=O)cc1OC (centres undefined) ?
TEAD-YAP inh: -4; GPR151 ag: -1.1; MITF primary: -12; FBW7 activator: -0.1

Results for COc1cccc(C(=O)Nn2c(-c3ccccc3F)nc3ccccc3c2=O)c1OC ?
TEAD-YAP inh: 3; GPR151 ag: 0.1; MITF primary: -6; FBW7 activator: -0.1

Results for CCOc1ccc(NC(=O)c2ccc(F)c(S(=O)(=O)N(Cc3ccc(C(=O)OC)cc3)Cc3ccc(OC)c(OC)c3)c2)cc1 ?
TEAD-YAP inh: -3; GPR151 ag: 0.0; MITF primary: 26; FBW7 activator: 0.2

Results for Cc1ccc(Cn2c(NN)nc3c2c(=O)n(C)c(=O)n3C)cc1 ?
TEAD-YAP inh: 3; GPR151 ag: -0.4; MITF primary: 0; FBW7 activator: -0.1

Results for Cc1nc(SCc2nc3ccccc3[nH]2)[nH]c(=O)c1C ?
TEAD-YAP inh: -3; GPR151 ag: 0.6; MITF primary: -3; FBW7 activator: -0.1

How did FC(F)(F)COc1nc(Nc2ccccc2)nc(OCC(F)(F)F)n1 do in these assays?
TEAD-YAP inh: -6; GPR151 ag: -0.4; MITF primary: 11; FBW7 activator: 0.1
